All columns: NCI-60 one-dose screen, growth in % after 48 h at 10 µM unless noted; 100 = growth as untreated, 0 = no growth, -100 = all killed.
NCI-H460: NCI-H460 lung cancer | hit rate 6.8% among 82,000 | AID 1794736
ACHN: ACHN renal cancer. hit rate 4.9% among 81,000
CAKI-1: CAKI-1 renal cancer; hit rate 4.7% among 75,000; AID 1794772
RXF 393: RXF 393 renal cancer cells; AID 1794773; hit rate 6.9% among 77,000
NCI/ADR-RES: NCI/ADR-RES ovarian cells. hit rate 4.4% among 81,000. AID 1794790
A498: A498 renal cancer cells. hit rate 5.4% among 76,000
NCI-H522: NCI-H522 lung cancer. hit rate 8% among 78,000. AID 1794739
NCI-H226: NCI-H226 lung cancer. hit rate 3.5% among 79,000. AID 1794732
NCI-H23: NCI-H23 lung cancer; hit rate 4% among 80,000; AID 1794731
* marks the source's active call; other numbers are inactive results; x = no result given. Rule for the calls: active = growth percent below 10; inactive = the rest.

SMILES | NCI-H460 | ACHN | CAKI-1 | RXF 393 | NCI/ADR-RES | A498 | NCI-H522 | NCI-H226 | NCI-H23
CCC/C=C/C=N/NC(=S)Nc1cccnc1 | 104 | 103 | 98 | 103 | 109 | x | 93 | 96 | 97
Nc1nc(N)c2cc(S(=O)(=O)c3ccc4ccccc4c3)ccc2n1 | 14 | 32 | 33 | 58 | 55 | 76 | 27 | 48 | 32
Cc1ccc2[nH]c(=O)cc(N/N=C\c3ccc(N(C)C)cc3)c2c1 | 103 | 92 | 87 | 93 | 100 | 102 | 87 | 83 | 84
COc1ccc(C2=NNC3N=C(Cl)c4[nH]cnc4N23)cc1 (stereo not given) | 105 | 92 | 97 | 114 | 107 | 93 | 76 | 103 | 97
N=C(N)c1ccc(-c2ccc(-c3cc(Cl)cc(Cl)c3)o2)o1 | -78* | -89* | -75* | -89* | -39* | 59 | -70* | 44 | -75*
Nc1nonc1-c1nc2ccccc2n1Cc1cc2c(cc1Br)OCO2 | 94 | 80 | 85 | 71 | 88 | 66 | 75 | 74 | 96
COc1ccc(NC(=O)[C@@H]2CCC(=O)N2)cc1OC | 108 | 107 | 94 | 103 | 110 | 98 | 78 | x | 102
S=c1[nH]c2ccc(Cl)cc2s1 | 93 | 98 | 85 | 98 | 97 | 109 | 82 | 75 | 82
CC(C)=C(C)C(=O)NNc1ccccc1 | 105 | 105 | 89 | x | 103 | x | 72 | 105 | 93
NC(Cc1cnc2ccccc2c1)C(=O)O (stereo not given) | 106 | 99 | 104 | 108 | 111 | 111 | 89 | 101 | 102

Sorted by formula weight (ascending): part of the list above
SMILES | NCI-H460 | ACHN | CAKI-1 | RXF 393 | NCI/ADR-RES | A498 | NCI-H522 | NCI-H226 | NCI-H23
NC(Cc1cnc2ccccc2c1)C(=O)O (stereo not given) | 106 | 99 | 104 | 108 | 111 | 111 | 89 | 101 | 102
COc1ccc(NC(=O)[C@@H]2CCC(=O)N2)cc1OC | 108 | 107 | 94 | 103 | 110 | 98 | 78 | x | 102
N=C(N)c1ccc(-c2ccc(-c3cc(Cl)cc(Cl)c3)o2)o1 | -78* | -89* | -75* | -89* | -39* | 59 | -70* | 44 | -75*

Further compounds.
SMILES | NCI-H460 | ACHN | CAKI-1 | RXF 393 | NCI/ADR-RES | A498 | NCI-H522 | NCI-H226 | NCI-H23
CC(=O)Nc1cccc2ccc(S(=O)(=O)O)cc12 | 115 | 106 | x | 131 | 100 | 126 | 82 | 111 | 102
CN1C(=O)C(/C(N)=N/O)=C(N)C12CCCC2 | 116 | 113 | 104 | 93 | 107 | 122 | 99 | 96 | 109
O=C(Nc1nc(-c2cccnc2)nc2c1sc(=S)n2-c1ccccc1)C(F)(F)F | 88 | 84 | 94 | 107 | 88 | 98 | 44 | 106 | 98
CCOc1ccc(-c2c(N)n[nH]c2C(F)(F)F)cc1OCC | 114 | 106 | 97 | 97 | 103 | 97 | 90 | x | 108
CCc1ccc(NC(c2cc3ccc(N(CC)CC)cc3oc2=O)c2nnnn2C(C)(C)C)cc1 (stereo not given) | 93 | 98 | 79 | 96 | 93 | 74 | 87 | 88 | 99
CCc1c(C(=O)NCc2c(O)ccc3cccc(O)c23)[nH]c(C)c1C(C)=O | 43 | 12 | 34 | 59 | 29 | 49 | 11 | 53 | 23
CC12CCC3C4CCC(=O)C=C4CC(F)CC3C1CCC2O (stereo not given) | 106 | 103 | 97 | 105 | 99 | 75 | 99 | 97 | 97
COc1ccc(C(=O)CSc2nccc(N3CCN(C)CC3)n2)cc1 | 104 | 96 | 83 | x | 98 | 59 | 80 | 93 | 94
Nc1ccc2c(c1)/C(=N/O)c1cc([N+](=O)[O-])ccc1-2 | 27 | 59 | 47 | 85 | 109 | x | 55 | 76 | 72
C[S+](C)CC(=O)c1ccc2ccccc2c1 | 106 | 112 | x | 95 | 102 | 105 | 94 | 94 | 94
Oc1ccc(C(c2ccc(O)cc2)C(c2ccc(O)cc2)c2ccc(O)cc2)cc1 | 113 | 88 | 89 | 101 | 89 | 118 | 84 | 108 | 92
O=C(c1ccc(O)cc1)[C@@H]1CN[C@@]2(C(=O)Nc3ccccc32)[C@H]1c1ccc(F)cc1 | 111 | 94 | 106 | x | 99 | 112 | 97 | 96 | 95
C#Cc1cccc(Nc2ncnc3ccc(NC(=O)c4ccccc4)cc23)c1 | 77 | 40 | x | 58 | 70 | 65 | 53 | 86 | 87
CCCCCCCCCCCC(=O)OCCN | 112 | 93 | 95 | 121 | 94 | 107 | 96 | 98 | 106
CC(c1ccc(Cl)cc1)(c1c[nH]c2ccccc12)c1c[nH]c2ccccc12 | 52 | 52 | 53 | 68 | 67 | 130 | 55 | 72 | 58
CCCCN1C(=O)C2C3C=CC(C3)C2C1=O (stereo not given) | 110 | 96 | 100 | 105 | 103 | 117 | 98 | 104 | 104
CCCCCCCCCC1=NC(C)(C)CN1c1ccccc1 | 106 | 103 | 74 | 91 | 96 | 97 | 81 | 98 | 90
CCOC(=O)/C=C1\S/C(=N\Nc2cc(=O)[nH]c3ccc(OC)cc23)N(c2ccccc2)C1=O | 110 | 97 | 88 | 111 | 104 | 112 | 83 | 93 | 94
Cc1cc(O)ccc1Sc1ccccc1[N+](=O)[O-] | 96 | 87 | 90 | 106 | 83 | 88 | 76 | 97 | 86
COc1ccc2nc(-c3ccc(Cl)cc3)cc(-c3nnc(SCC(=O)Nc4ccc(C(C)=O)cc4)n3-c3ccccc3)c2c1 | 102 | 108 | x | 102 | 95 | 100 | x | 99 | 100
O=C(OCCOC(=O)n1c2ccccc2c2ccccc21)n1c2ccccc2c2ccccc21 | 103 | 94 | 142 | 100 | 94 | 77 | 81 | 102 | 90
CN(C)C(=O)C(c1ccccc1)C(O)c1ccccc1 (stereo not given) | 100 | 105 | x | 100 | 97 | 103 | 84 | 103 | 95
C#CCOc1ccc(C(Nc2ccc(F)cc2)c2nnnn2C2CCCCC2)cc1OC (stereo not given) | 115 | 104 | 83 | 77 | 99 | 66 | 91 | 100 | 103
CC/C=C(\C)C(CCC)(CN=O)C(=O)OCC (stereo not given) | 114 | 110 | 104 | 123 | 108 | 114 | 93 | 109 | 100
O=C1[C@@H]2Cc3c([nH]c4ccccc34)[C@@H](c3ccc(Cl)cc3)N2C(=O)CN1C1CCN(CC2CCCCC2)CC1 | 93 | 88 | 68 | 100 | 90 | 87 | 87 | 87 | 86
CCc1cc(N)c(S(=O)(=O)O)cc1Cl | 101 | 112 | 106 | 118 | 115 | 102 | 96 | 101 | 106
O=C1NCc2ccc3c(-c4cccc(Cl)c4)c[nH]c3c21 | 13 | 48 | x | -3.8* | 7.0* | 25 | 1.9* | 90 | 36
c1ccc(C2=NN(c3ccccc3)C3=C4N(c5ccccc5)N=C(c5ccccc5)N4c4[nH]c(-c5ccccc5)cc4N23)cc1 | 98 | 108 | 76 | 96 | 98 | 109 | 100 | 95 | 100
O=C(/C=C1\C=CN(CCN2CCOCC2)c2ccccc21)n1ccc2ccccc21 | 102 | 97 | 84 | 109 | 103 | 117 | 97 | 92 | 100
O=C(Nc1cc(F)cc(F)c1)c1nc(-c2ccccc2)n(-c2cccc3ccccc23)n1 | 78 | 53 | 60 | 82 | 71 | 87 | 46 | 74 | 70
COc1ccc(NS(=O)CCCc2ccccc2)cc1 (stereo not given) | 82 | 90 | 98 | 101 | 101 | 64 | 67 | 90 | 103
CCOc1ccc2nc(NC(=O)CSc3nnc4n3S(=O)(=O)c3ccccc3N4C)sc2c1 | 106 | 91 | 84 | 109 | 104 | 115 | 86 | 98 | 91
O=C(O)[C@H]1O[C@@H](n2cnc3c(=O)[nH]cnc32)[C@H](O)[C@@H]1O | 104 | 102 | 101 | 122 | 106 | x | 104 | 117 | 108
CCCCCCCCN(CCCCCCCC)CC(O)c1ccc(I)cc1 (stereo not given) | 105 | 78 | 65 | 73 | 96 | 98 | 73 | 84 | 81
CCCCn1c(N)c(N(CC)C(=O)Cc2c(Cl)cccc2Cl)c(=O)[nH]c1=O | 95 | 99 | 117 | 106 | 105 | 120 | 91 | 93 | 99
CC(=O)[C@@]1(O)CCC2C3CCC4=CC(=O)CC[C@]4(C)C3CC[C@@]21C (stereo not given in full) | 104 | 99 | 90 | 119 | 98 | 75 | x | 100 | 99
O=C1Nc2cc(-c3cccc(O)c3)ccc2/C1=C/c1ccc[nH]1 | 4.5* | 11 | 5.9* | -40* | 24 | x | 3.8* | 74 | 4.7*
CCCCC(O)Cn1ncc(C(=O)N/N=C\c2ccc(OC)c(OC3CCCC3)c2)c1N (stereo not given) | 103 | 84 | 92 | 99 | 88 | 110 | 96 | 78 | 90
S=C1c2ccccc2-c2ccccc21 | 104 | 97 | 84 | 114 | 98 | 77 | 103 | x | 96
CCC(=O)Oc1ccc(OC)cc1 | 104 | 101 | 98 | 116 | 106 | 101 | x | 105 | 108
CC(C)C(=O)Nc1ccc(/C=C2/C=Cc3ccccc32)cc1 | 98 | 95 | 102 | 90 | 106 | 79 | 82 | 82 | 87
CCC1(C)c2cc(C)c(C(C)=O)cc2C(C)(C)C1C (stereo not given) | 108 | 105 | 99 | 116 | 101 | x | 95 | 96 | 98
CCN(CCCCCCN1CC(=O)N(CCCCCCN(CC)Cc2ccccc2OC)CC1=O)Cc1ccccc1OC | 75 | 110 | 90 | x | 71 | x | 76 | 107 | 60
O=C1CCN(C(=O)c2ccccc2)c2ccccc21 | 109 | 107 | 113 | 100 | 109 | 103 | 108 | 96 | 100
CCOC(=O)CCC(NC(=O)/C=C\c1ccc([N+](=O)[O-])cc1)C(=O)OCC (stereo not given) | 112 | 114 | 106 | 109 | 108 | 102 | 95 | x | 112
CCOC(=O)c1c2c(c(C)n1Cc1ccccc1)-c1nn(C)cc1CC2 | 94 | 87 | 82 | 93 | x | 100 | 78 | 95 | 92
Cc1c(-c2ccccc2)n(O)c(-c2ccc(N(C)C)cc2)[n+]1[O-] | 104 | 117 | 106 | 129 | 105 | 98 | 96 | 95 | 96
Cn1cc(-c2noc(-c3cn(C)c4ncc(Br)cc34)n2)c2ccccc21 | 95 | 82 | 91 | 106 | 90 | 88 | 90 | 104 | 88
CCCCNC(=O)c1ccccc1C | 105 | 104 | 96 | 95 | 99 | 126 | 93 | 94 | 90
Cc1ccc2c(c1)C(C)Cc1c(ncnc1-n1cnc3ccccc31)N2C (stereo not given) | 4.6* | 35 | 25 | 22 | 17 | -16* | -15* | 72 | 29

For convenience, part of the list above:
SMILES | NCI-H460 | ACHN | CAKI-1 | RXF 393 | NCI/ADR-RES | A498 | NCI-H522 | NCI-H226 | NCI-H23
O=C1CCN(C(=O)c2ccccc2)c2ccccc21 | 109 | 107 | 113 | 100 | 109 | 103 | 108 | 96 | 100
CCOC(=O)CCC(NC(=O)/C=C\c1ccc([N+](=O)[O-])cc1)C(=O)OCC (stereo not given) | 112 | 114 | 106 | 109 | 108 | 102 | 95 | x | 112
CCOC(=O)c1c2c(c(C)n1Cc1ccccc1)-c1nn(C)cc1CC2 | 94 | 87 | 82 | 93 | x | 100 | 78 | 95 | 92
Cc1c(-c2ccccc2)n(O)c(-c2ccc(N(C)C)cc2)[n+]1[O-] | 104 | 117 | 106 | 129 | 105 | 98 | 96 | 95 | 96
Cn1cc(-c2noc(-c3cn(C)c4ncc(Br)cc34)n2)c2ccccc21 | 95 | 82 | 91 | 106 | 90 | 88 | 90 | 104 | 88
CCCCNC(=O)c1ccccc1C | 105 | 104 | 96 | 95 | 99 | 126 | 93 | 94 | 90
Cc1ccc2c(c1)C(C)Cc1c(ncnc1-n1cnc3ccccc31)N2C (stereo not given) | 4.6* | 35 | 25 | 22 | 17 | -16* | -15* | 72 | 29

Later entries.
SMILES | NCI-H460 | ACHN | CAKI-1 | RXF 393 | NCI/ADR-RES | A498 | NCI-H522 | NCI-H226 | NCI-H23
CC(=O)N(CCc1ccncc1)CCc1ccncc1 | 102 | 102 | 89 | 113 | 104 | 89 | 101 | 99 | 103
NS(=O)(=O)c1ccc(N2N=C(c3ccc(NC(=S)Nc4ccccc4)cc3)CC2c2ccc(Cl)cc2)cc1 (stereo not given) | 39 | 85 | 103 | 86 | 97 | 140 | 39 | 62 | 55
C(=Nc1ccc2c(c1)Cc1ccccc1-2)c1ccc2ccccc2n1 | 114 | 124 | 104 | 107 | 110 | 104 | 89 | 96 | 100
COc1ccc2nc(Cl)c(-c3nc4ccccc4[nH]3)cc2c1 | 92 | 94 | 99 | 114 | 102 | 84 | 97 | 98 | 89
CCc1c(C(=O)N[C@@H](CO)Cc2ccccc2)[nH]c2ccc(Cl)cc12 | 96 | 89 | x | 97 | 81 | 66 | 71 | 72 | 85
CSc1nc(N)nc2nc[nH]c12 | 110 | 101 | 108 | 105 | 108 | 112 | 92 | 90 | 107
O=C1/C(=C2\SC(=S)N(C3CCCCC3)C2=O)SC(=S)N1C1CCCCC1 | 106 | 108 | 94 | 121 | 104 | 101 | 99 | 104 | 103
CCOC(=O)c1c(Nc2ccccc2)nn2c(N)c(C#N)c(-c3ccc(F)cc3)nc12 | 87 | 82 | 91 | 85 | 97 | x | 90 | 91 | x
Cc1nc(-c2cn3c(n2)-c2ccc(-c4cnn(C(C)(C)C(N)=O)c4)cc2OCC3)n(C(C)C)n1 | 19 | 16 | 21 | -28* | 39 | -31* | 36 | 33 | 54

Of the compounds above, 2 contain bromine.
SMILES | NCI-H460 | ACHN | CAKI-1 | RXF 393 | NCI/ADR-RES | A498 | NCI-H522 | NCI-H226 | NCI-H23
Nc1nonc1-c1nc2ccccc2n1Cc1cc2c(cc1Br)OCO2 | 94 | 80 | 85 | 71 | 88 | 66 | 75 | 74 | 96
Cn1cc(-c2noc(-c3cn(C)c4ncc(Br)cc34)n2)c2ccccc21 | 95 | 82 | 91 | 106 | 90 | 88 | 90 | 104 | 88
